CaV13 FRET inh – Primary screen for inhibitors of IQ motif and Ca2+-dependent inactivation inhibitor domain binding in CACNA1D, Förster resonance energy transfer in living cells, …; HEK cells, CFP/YFP FRET ICDI-IQ, plate reader, 10 min; percent FRET-ratio fall versus neutral wells; inhibition, % at 12.3 µM; 340,000 compounds, 0.098% hits; AID 743397;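 active = mean replicate inhibition of at least 30% and at least 1% of replicates passing that level; inconclusive = only one of the two criteria is met; inactive = neither criterion is met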;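 also: 0% = median of the neutral control wells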
ABCB6 inh 2 – human ABCB6 transporter inhibition. Q9NP58. K562-ABCB6 porphyrin accumulation, flow cytometry, 1 h; stronger effect = lower value. fluorescence ratio to DMSO, % at 10 µM. 360,000 compounds, 0.19% hits;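 active = fluorescence ratio to DMSO below 75%, the collection mean minus 3 SD; inconclusive = too few cells collected in the well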;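 also: signal is porphyrin accumulated inside mitochondria; 100% equals median channel fluorescence of DMSO control wells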
Exocytosis inh – blocks lytic granule exocytosis. TALL-104 LAMP-1 surface exposure, flow cytometry; cells stimulated with thapsigargin and PMA. inhibition, % at 10 µM. 360,000 compounds, 0.66% hits. AID 651702;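 active = inhibition above about 55%, limit read from the data; inconclusive = no clear call, values can overlap the other calls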
aDG glyco act – increases alpha dystroglycan glycosylation | Pro5-aDG cells, alpha-DG glycosylation AlphaScreen (IIH6); 0% Pro5, 100% B10-LARGE cell signal | activation, % at 10 µM | 360,000 compounds, 0.22% hits | AID 624168;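 active = activation of at least 8% versus controls, or a plate z-score of at least 8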;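 also: Pro5 are CHO cells carrying HIG-tagged alpha-DG that lacks glycosylation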
iPSC survival up – enhancers of human iPSC single-cell survival; hiPSC single-cell survival, ATPlite luminescence; 100% = ROCK inhibitor wells, 0% = DMSO; survival enhancement, % at 20 µM; 360,000 compounds, 0.044% hits; in the data active = survival enhancement above about 18%;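 also: cells exposed to compounds for 16 hours before the ATP read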
N-glyco inh – N-linked glycosylation inhibition; D54 ERlucT glycosylation luciferase reporter, 24 h; percent of 100 nM tunicamycin response; reporter increase, % at 12.5 µM; 360,000 compounds, 0.23% hits;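 active = mean luciferase reporter signal, scaled so untreated is 0 and the glycosylation-blocking control 100, at or above a set limit in every replicate; inconclusive = mean reaches the limit but not every replicate does; inactive = mean below the limit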;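 also: luciferase carries N-glycosylation sites so blocking glycosylation raises the light; 0% = median of neutral control wells and 100% = median of 100 nM tunicamycin wells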
Cardio protect – protects H9c2 cardiomyocytes from peroxide injury; H2O2 injury protection, ATPLite, 2 h; protection from H2O2 cell death, % at 20 µM; 360,000 compounds, 0.63% hits; AID 588492;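 active = compounds giving at least 50% protection of heart cells from peroxide-induced death in the single-dose screen, raw or plate-pattern-corrected value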;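 also: 0% = DMSO wells with peroxide and 100% = DMSO wells without peroxide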
m5-HT2A agonist – agonists of mouse serotonin 5-HT2A receptor (HTR2A); AID 624169; P35363; CHO-K1 mHTR2A beta-arrestin complementation, luminescence; percent of 30 µM serotonin response; activation, % at 7.6 µM; 360,000 compounds, 0.66% hits;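 active = activation above a run cutoff, the mean activation of all tested compounds plus 3 SD, cut at about 14% in these data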;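 also: 0% = plate median of compound wells and 100% = 30 µM serotonin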
Target sequence (P35363 whole entry, looked up): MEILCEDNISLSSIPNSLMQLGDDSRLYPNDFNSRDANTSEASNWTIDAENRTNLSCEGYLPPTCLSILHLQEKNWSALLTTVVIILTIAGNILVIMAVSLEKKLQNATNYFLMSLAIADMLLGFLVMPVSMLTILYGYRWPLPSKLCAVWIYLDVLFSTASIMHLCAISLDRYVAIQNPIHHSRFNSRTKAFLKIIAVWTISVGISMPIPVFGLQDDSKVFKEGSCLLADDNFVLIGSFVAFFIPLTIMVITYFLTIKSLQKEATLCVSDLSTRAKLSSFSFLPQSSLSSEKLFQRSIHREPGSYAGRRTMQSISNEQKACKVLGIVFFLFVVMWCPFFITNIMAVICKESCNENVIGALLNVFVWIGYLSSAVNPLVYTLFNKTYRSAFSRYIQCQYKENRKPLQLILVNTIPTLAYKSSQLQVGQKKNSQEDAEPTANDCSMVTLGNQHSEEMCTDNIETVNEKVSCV
PDI inh – PDI (human) enzyme inhibition; P07237; PDI insulin aggregation turbidity, A650, 90 min; inhibition, % at 10 µM; 350,000 compounds, 0.052% hits; AID 588391;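 active = mean inhibition across replicates of 30% or more, whatever share of single replicates reach that level; inconclusive = mean inhibition below 30% while every single replicate reaches 30%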;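 also: absorbance from insulin aggregation driven by PDI reduction with DTT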
Target sequence (P07237 whole entry, looked up): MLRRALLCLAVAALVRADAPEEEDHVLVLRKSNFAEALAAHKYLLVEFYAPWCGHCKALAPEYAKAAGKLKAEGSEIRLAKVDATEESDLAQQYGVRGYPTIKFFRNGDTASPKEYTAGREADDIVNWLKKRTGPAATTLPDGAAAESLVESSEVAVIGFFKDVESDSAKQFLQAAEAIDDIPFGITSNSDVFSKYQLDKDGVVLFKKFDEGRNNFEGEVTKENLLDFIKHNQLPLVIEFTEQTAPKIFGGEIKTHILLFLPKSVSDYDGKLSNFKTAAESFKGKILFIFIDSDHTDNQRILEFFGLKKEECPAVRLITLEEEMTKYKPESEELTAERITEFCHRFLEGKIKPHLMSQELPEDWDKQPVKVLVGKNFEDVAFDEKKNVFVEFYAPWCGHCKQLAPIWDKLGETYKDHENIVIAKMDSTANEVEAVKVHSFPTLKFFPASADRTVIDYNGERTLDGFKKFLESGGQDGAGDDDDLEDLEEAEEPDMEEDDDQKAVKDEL
Vif inh – blocks HIV Vif function; HEK293T cells, Vif self-association by quenched fluorescence, imaging, 24 h; inhibition, % at 7.49 µM; 340,000 compounds, 0.35% hits; AID 602346; in the data active = inhibition above about 50%, passing the limit was not always enough; inconclusive = no clear call, values can overlap the other calls; inactive = below about 31%; also: some results filed as inactive read as strong as hits
Numbers without * were called inactive; ? = inconclusive; / = no result given.

SMILES	CaV13 FRET inh	ABCB6 inh 2	Exocytosis inh	aDG glyco act	iPSC survival up	N-glyco inh	Cardio protect	m5-HT2A agonist	PDI inh	Vif inh
Nc1nc2c(ncn2[C@@H]2O[C@H](CNCc3ccc(OCCCN4CCOCC4)cc3)[C@@H](O)[C@H]2O)c(=O)[nH]1	-3	101	2	-0.2	2.6	2	1	-5	/	/
O=C(NCC1CCCO1)c1ccc(COc2ccc(F)cc2)o1 (centres undefined)	/	94	3	0.0	2.2	-2	-1	-1	6	12
CC(C)N(C(=O)NC(=O)Nc1ccccn1)S(C)(=O)=O	-4	103	-3	0.2	-1.8	2	3	2	4	2
NS(=O)(=O)c1ccc(CCNC(=O)CCNC(=O)c2ccco2)cc1	-2	96	8	0.0	-0.1	-2	0	5	-9	15
COC(=O)c1ccc(N2CCOCC2)c(NC(=O)Nc2cccc(OC)c2)c1	-6	98	1	0.0	-0.4	3	-6	-7	-2	-2
O=S(=O)(/N=C/c1ccccc1O)c1cccs1	-8	99	-6	-0.1	0.6	-2	5	1	-6	-3
CN(CC(=O)NCc1ccco1)CC(=O)Nc1cc(S(C)(=O)=O)ccc1Cl	-3	104	5	-0.3	-0.6	0	-2	0	1	-4
O=C1C=CN2CCOCC2C1 (centres undefined)	-10	100	-9	0.2	-3.0	2	5	-2	-32	-3
CC(C)C(=O)Nc1ccc(Nc2ccccc2)cc1	-9	94	4	0.4	-1.1	1	9	-4	-7	6
Cc1ccc(NC(=O)C2CCN(S(=O)(=O)c3ccc4c(c3)C(C)(C)C(=O)N4C)CC2)c(C)c1	-7	88	-3	-0.3	2.2	0	1	4	2	11
COc1ccc(C(=O)CN2C(=O)COc3ccccc32)cc1	-1	102	-5	-0.1	-1.0	2	5	0	1	0
Cc1ccc(NS(=O)(=O)Cc2ccccc2)nc1	-2	103	-5	-0.4	0.4	-2	5	1	-1	2
CCOc1ccccc1C(=O)OCC(=O)NCCc1ccc(OC)cc1	-16	94	4	0.3	0.4	0	-3	1	0	-1
Cc1ccc(C(=O)CC(SCC(=O)O)c2ccc([N+](=O)[O-])cc2)cc1 (centres undefined)	-2	106	0	0.2	-5.0	13	-3	3	-11	/
Cc1cc(Cl)ccc1OCC(=O)N1CCCN(C(=O)COc2ccc(Cl)cc2C)CC1	-3	96	0	0.7	-0.6	6	4	-1	-1	/
CCOC(=O)N1CCN(C(=O)c2cc3ccccc3o2)CC1	-5	103	-17	0.2	-0.1	0	3	6	-2	-4
C=CCn1c(SCC(=O)NCc2ccc3c(c2)OCO3)nnc1C1COc2ccccc2O1 (centres undefined)	-5	97	-7	0.2	1.2	0	4	3	-6	-8
Cn1c(=NC(=O)CS(=O)(=O)c2ccccc2)sc2cc(F)ccc21	-5	100	-3	0.1	-1.7	1	0	-3	-6	7
COc1cc(OC)c(N(C)S(=O)(=O)c2cccc(C(=O)Nc3nnc(C4CC4)s3)c2)cc1Cl	-4	94	-1	-0.1	-0.5	-1	6	1	0	2
O=C(c1ccc(S(=O)(=O)N2CCCC2)cc1)N1CCN(c2ccccc2F)CC1	-6	98	9	0.0	-0.2	0	2	2	1	-5
NC(=S)NN=C1Cc2cccc3cccc1c23	-5	100	-1	1.5	-1.0	3	4	0	-19	6
Nc1nc(SCC(=O)NCc2ccccc2)n[nH]1	/	101	32	0.7	0.2	5	-6	6	5	-1
O=C(Nc1cccn2ncnc12)c1cccc(C(F)(F)F)c1	-4	99	-4	-0.3	1.0	2	-5	-2	2	21
OC(c1ccccc1)c1ncc(-c2ccc(Oc3ccccc3)cc2)[nH]1 (centres undefined)	-6	91	1	-0.4	-0.3	-6	-11	-7	-3	/
CC1(C)C2CC[C@]3(C)C(CC=C4[C@@H]5C[C@@](C)(CO)CC[C@]5(C(=O)O)CC[C@]43C)[C@@]2(C)CC[C@@H]1O (some centres undefined)	/	100	5	2.5	-0.5	0	-1	4	/	1
COc1ccc(-c2c3c(=O)n(C)c(=O)n(C)c3cn2Cc2ccccn2)cc1	-5	102	8	-0.1	-1.8	-1	0	-3	1	-1
Cc1cccc(-c2nnc(-c3ccc4ccccc4c3)o2)c1	-5	92	-1	0.4	-1.5	-12	-13	0	2	14
Cc1c(CCC(=O)NCCC(=O)O)c(=O)oc2c(C)c3oc4c(c3cc12)CCCC4	-1	99	-11	0.1	-0.2	1	-4	2	3	7
Cc1onc(-c2ccccc2Cl)c1C(=O)N1CCCc2ccccc21	-9	99	3	-0.2	0.1	1	-2	-2	2	-8
O=C(COc1ccc([N+](=O)[O-])cc1)N(Cc1ccccc1)Cc1ccccc1	-5	96	1	0.6	-0.2	-1	-6	0	-5	-2

5 entries drawn at random from those above:
SMILES	CaV13 FRET inh	ABCB6 inh 2	Exocytosis inh	aDG glyco act	iPSC survival up	N-glyco inh	Cardio protect	m5-HT2A agonist	PDI inh	Vif inh
COc1cc(OC)c(N(C)S(=O)(=O)c2cccc(C(=O)Nc3nnc(C4CC4)s3)c2)cc1Cl	-4	94	-1	-0.1	-0.5	-1	6	1	0	2
Cc1onc(-c2ccccc2Cl)c1C(=O)N1CCCc2ccccc21	-9	99	3	-0.2	0.1	1	-2	-2	2	-8
OC(c1ccccc1)c1ncc(-c2ccc(Oc3ccccc3)cc2)[nH]1 (centres undefined)	-6	91	1	-0.4	-0.3	-6	-11	-7	-3	/
COc1ccc(-c2c3c(=O)n(C)c(=O)n(C)c3cn2Cc2ccccn2)cc1	-5	102	8	-0.1	-1.8	-1	0	-3	1	-1
Cn1c(=NC(=O)CS(=O)(=O)c2ccccc2)sc2cc(F)ccc21	-5	100	-3	0.1	-1.7	1	0	-3	-6	7

More entries follow.
SMILES	CaV13 FRET inh	ABCB6 inh 2	Exocytosis inh	aDG glyco act	iPSC survival up	N-glyco inh	Cardio protect	m5-HT2A agonist	PDI inh	Vif inh
Nc1nc(CN2CCN(Cc3ccc4c(c3)OCO4)CC2)nc(Nc2ccccc2)n1	-5	96	-1	-0.4	-2.6	0	0	-4	-7	-4
O=C(CN1CCC(Cc2ccccc2)CC1)NC(=O)NC1CCCCC1	-3	98	0	-0.1	0.8	1	-8	-2	0	9
CCc1cc2c(=O)c(-c3nc4ccccc4[nH]3)coc2c(CN2CCCCC2)c1O	-15	96	5	-0.2	-0.6	0	-4	-4	3	5
COc1ccc(NC(=O)C2Cc3c(-c4ccc(NC(C)=O)cc4)ccnc3O2)cc1 (centres undefined)	-4	87	-1	-0.4	-2.6	2	13	1	-64	4
CCC(=O)Nc1cc(-c2nn(C)c(=O)c3ccccc23)ccc1N1CCOCC1	-4	98	-2	-0.1	0.7	11	0	6	-7	9
CN1CCN(C(=O)c2cc3c(=O)n4ccccc4nc3s2)CC1	-7	91	4	0.1	-0.5	-2	1	2	2	-9
C=CCN1C(=O)C(CC(=O)Nc2ccc(OCCC)cc2)N(CCCN2CCN(Cc3ccccc3)CC2)C1=S (centres undefined)	-7	89	58*	1.0	-0.4	-2	-17	-1	-4	-12
C[C@H]1CN([C@@H](C)CO)C(=O)Cc2cc(NC(=O)C3CC3)ccc2O[C@H]1CN(C)Cc1ccc(Oc2ccccc2)cc1	-5	94	1	0.7	0.8	-3	28	0	0	-5
O=c1oc2cc(O)ccc2cc1-c1ccccc1	0	99	4	-0.4	-0.3	5	-3	8	3	4
N#Cc1cc([N+](=O)[O-])c(-n2nnc3ccccc32)c([N+](=O)[O-])c1	/	94	0	0.2	0.9	1	-29	1	-4	4
COc1ccc(/C(CC2OC(=O)c3ccccc32)=N\NC(N)=O)cc1 (centres undefined)	5	98	7	-0.1	-2.5	2	2	1	11	-3
Cc1nn(C(C)C(=O)N2CCc3ccccc3C2)c(=O)c2cc3occc3n12 (centres undefined)	/	95	0	0.0	2.1	3	5	-5	-4	/
O=C(Nc1cc(S(=O)(=O)N2CCOCC2)ccc1N1CCOCC1)c1cccc(Cl)c1	-4	87	0	0.0	1.6	-2	5	-2	-12	/
CC1CN(C(=S)Nc2cccc([N+](=O)[O-])c2)CC(C)O1 (centres undefined)	-4	93	-1	-0.2	0.9	1	4	-4	1	-4
COc1ccc(CC(=O)N2CCc3cc(OC)c(OC)cc3C2)cc1	-3	100	4	0.0	-0.5	1	0	4	1	/

Molecules listed so far that have a COOH group (3):
SMILES	CaV13 FRET inh	ABCB6 inh 2	Exocytosis inh	aDG glyco act	iPSC survival up	N-glyco inh	Cardio protect	m5-HT2A agonist	PDI inh	Vif inh
Cc1ccc(C(=O)CC(SCC(=O)O)c2ccc([N+](=O)[O-])cc2)cc1 (centres undefined)	-2	106	0	0.2	-5.0	13	-3	3	-11	/
CC1(C)C2CC[C@]3(C)C(CC=C4[C@@H]5C[C@@](C)(CO)CC[C@]5(C(=O)O)CC[C@]43C)[C@@]2(C)CC[C@@H]1O (some centres undefined)	/	100	5	2.5	-0.5	0	-1	4	/	1
Cc1c(CCC(=O)NCCC(=O)O)c(=O)oc2c(C)c3oc4c(c3cc12)CCCC4	-1	99	-11	0.1	-0.2	1	-4	2	3	7

Going on with the list.
SMILES	CaV13 FRET inh	ABCB6 inh 2	Exocytosis inh	aDG glyco act	iPSC survival up	N-glyco inh	Cardio protect	m5-HT2A agonist	PDI inh	Vif inh
CC1CC(C)CN(S(=O)(=O)N2CCC(C(=O)NCCC3=CCCCC3)CC2)C1 (centres undefined)	-4	95	2	-0.6	-1.2	0	0	-2	9	4
COc1c2ccoc2nc2c(OC)c(OCC(OC(C)=O)C(C)(C)O)ccc12 (centres undefined)	/	102	-4	0.0	-1.0	-2	14	3	/	?
COc1ccc(-c2cc(NCCc3ccncc3)n3ncnc3n2)cc1	-4	114	-2	0.0	5.1	-1	4	0	-7	/
O=C(C1CCN(S(=O)(=O)c2cccc3cccnc23)CC1)N1CCN(c2ccc(Cl)cc2)CC1	12	97	11	1.7	-1.7	-10	-8	1	6	-27
Cc1ccsc1/C=N/N1CCN(C2c3ccccc3-c3ccccc32)CC1	0	105	4	-0.9	2.2	2	-18	3	-1	6
CCOc1ccc(C(=S)N2CCOCC2)cc1OCC	-7	95	0	-0.1	6.0	0	-2	5	3	3
CC(C)CCN(C(=O)CNC(=O)c1cccs1)C(C(=O)NC1CCCC1)c1ccncc1 (centres undefined)	-2	99	-2	-0.3	-1.2	0	6	5	-6	4
O=C(Nc1ccc2c(c1)OCO2)c1sc2cc(Cl)ccc2c1Cl	-5	99	3	-0.1	-1.3	-6	8	7	-5	-6
O=C(Cn1nc(-c2ccc(Cl)cc2)c2ccccc2c1=O)Nc1cccnc1	-3	97	7	0.3	-1.1	-1	-9	-2	-13	-8
O=C(Nc1ccc(Cl)cc1)N1CCN(C(=O)C2CCCO2)CC1 (centres undefined)	-6	103	2	0.1	0.5	1	1	-1	-7	6
O=C(CSc1nc(=O)n2cc(Cl)ccc2n1)NCCc1ccccc1	-15	96	2	0.0	1.2	1	8	2	-2	-5
CCOc1ccc(S(=O)(=O)Nc2nc3ccccc3nc2Cl)cc1	-21	94	-6	-0.1	1.0	1	-2	0	-15	-5

An unsorted share of the library, and some 3.1% of all compounds hit somewhere here.
